Compound activity as filed in PubChem.
NCOA2 inhibitor – inhibits human steroid receptor coactivator 2; 0.17% of 370,000 active; Q15596; HEK293 GAL4-SRC2 luciferase reporter, luminescence; inhibition, % at 9 µM;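 active means inhibition above the mean inhibition of all tested compounds plus 3 SD, set per campaign, cut at about 52% in these data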;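 further: 0% = DMSO treated cells and 100% = cells given Gossypol at 36 µM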
Target sequence (Q15596 whole entry, looked up, the tested form may be a part): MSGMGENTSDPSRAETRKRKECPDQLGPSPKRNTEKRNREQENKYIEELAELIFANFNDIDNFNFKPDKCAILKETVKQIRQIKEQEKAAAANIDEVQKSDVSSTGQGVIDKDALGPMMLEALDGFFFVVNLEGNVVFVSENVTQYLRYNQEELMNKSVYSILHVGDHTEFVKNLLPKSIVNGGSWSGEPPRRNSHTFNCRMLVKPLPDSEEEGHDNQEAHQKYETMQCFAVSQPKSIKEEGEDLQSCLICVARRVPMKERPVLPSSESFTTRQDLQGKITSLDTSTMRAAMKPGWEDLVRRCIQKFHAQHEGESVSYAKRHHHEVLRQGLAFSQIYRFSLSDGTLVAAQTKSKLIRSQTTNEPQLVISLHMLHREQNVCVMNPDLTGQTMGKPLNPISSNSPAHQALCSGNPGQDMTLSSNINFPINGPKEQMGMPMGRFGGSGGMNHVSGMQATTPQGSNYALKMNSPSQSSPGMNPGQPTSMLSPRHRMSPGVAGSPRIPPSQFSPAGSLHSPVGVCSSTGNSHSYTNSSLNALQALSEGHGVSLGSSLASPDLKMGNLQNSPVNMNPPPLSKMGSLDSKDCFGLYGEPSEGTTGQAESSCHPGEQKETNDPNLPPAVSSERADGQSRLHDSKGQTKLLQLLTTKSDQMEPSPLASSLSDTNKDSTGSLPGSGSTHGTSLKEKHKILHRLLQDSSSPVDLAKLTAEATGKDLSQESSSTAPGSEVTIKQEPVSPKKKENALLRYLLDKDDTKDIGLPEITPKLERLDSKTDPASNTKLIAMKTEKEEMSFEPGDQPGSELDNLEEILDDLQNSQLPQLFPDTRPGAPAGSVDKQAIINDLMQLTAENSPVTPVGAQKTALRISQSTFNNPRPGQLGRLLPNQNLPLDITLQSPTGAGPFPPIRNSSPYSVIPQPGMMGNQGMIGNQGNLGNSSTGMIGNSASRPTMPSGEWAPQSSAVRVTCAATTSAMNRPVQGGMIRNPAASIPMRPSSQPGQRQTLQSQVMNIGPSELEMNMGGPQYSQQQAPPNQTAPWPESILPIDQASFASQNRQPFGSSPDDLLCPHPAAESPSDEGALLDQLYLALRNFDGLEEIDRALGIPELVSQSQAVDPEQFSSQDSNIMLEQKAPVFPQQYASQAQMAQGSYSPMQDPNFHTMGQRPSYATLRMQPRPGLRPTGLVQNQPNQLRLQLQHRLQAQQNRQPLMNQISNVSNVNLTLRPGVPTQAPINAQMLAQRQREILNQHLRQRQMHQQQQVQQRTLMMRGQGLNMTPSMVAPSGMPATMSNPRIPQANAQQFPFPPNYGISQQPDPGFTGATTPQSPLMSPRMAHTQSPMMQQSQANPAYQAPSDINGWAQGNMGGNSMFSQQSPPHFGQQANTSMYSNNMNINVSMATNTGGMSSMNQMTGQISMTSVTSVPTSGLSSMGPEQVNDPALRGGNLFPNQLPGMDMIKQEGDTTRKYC
TLR9-MyD88 inh – blocks human TLR9 binding to MyD88; Q9NR96+Q99836; CHO BLA complementation TLR9-MyD88, CCF4 FRET ratio; inhibition, % at 4.98 µM; 0.21% of 340,000 active; AID 504734;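 active means inhibition above the mean over all tested compounds plus 3 SD, cut at about 21% in these data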;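 further: 0% = DMSO only wells and 100% = clavulanate BLA inhibitor control wells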
MC4R antag cAMP – human MC4R antagonism in cAMP assay; inhibition, % at 6.5 µM; MC4R-expressing cells, MTII-stimulated cAMP, LANCE TR-FRET; AID 540295; 0.48% of 360,000 active;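 active means inhibition above its plate's cutoff, the mean of tested wells on that plate plus 3 SD, cut at about 29% in these data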;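 further: 0% = Melanotan II alone and 100% = Melanotan II plus saturating MCL0020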
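Material – human MC4R-expressing U2OS cells · Repeats – no replicates · Detection – TR-FRET with Eu-cAMP and labeled anti-cAMP, 671 nm · Times – compound 30 min, challenge 1 h, detection 1 h · Compound – single nominal compound dose of 6.5 µM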
ABCB6 inh MLPCN – inhibitors of human ABC transporter ABCB6. Q9NP58. K562-ABCB6 porphyrin accumulation, flow cytometry, 1 h; active compounds read low. fluorescence ratio to DMSO, % at 10 µM. 0.19% of 360,000 active. AID 602162;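 active means fluorescence ratio to DMSO below 75%, the collection mean minus 3 SD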;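 further: signal is porphyrin accumulated inside mitochondria; 100% equals median channel fluorescence of DMSO control wells; lower ratio means ABCB6 inhibition with less porphyrin fluorescence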
m5-HT2A agonist – agonists of mouse serotonin 5-HT2A receptor (HTR2A) | P35363 | CHO-K1 mHTR2A beta-arrestin complementation, luminescence; percent of 30 µM serotonin response | activation, % at 7.6 µM | 0.66% of 360,000 active | AID 624169;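 active means activation above a run cutoff, the mean activation of all tested compounds plus 3 SD, cut at about 14% in these data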;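 further: 0% = plate median of compound wells and 100% = 30 µM serotonin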
MC4R ag barr – agonists of human melanocortin 4 receptor (MC4R) beta-arrestin. P32245. U2OS MC4R beta-arrestin complementation, luminescence; percent of melanotan II response, DMSO zero. activation, % at 8.9 µM. 0.98% of 360,000 active;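 active means activation above a per-plate cutoff, the mean activation of sample wells on that plate plus 3 SD, cut at about 8% in these data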
ABHD5 PLIN5 PPI – blocks binding of human ABHD5 to perilipin-5. Split G. princeps luciferase complementation, luminescence, 4 h. 0.78% of 360,000 active. Q00G26+Q8WTS1. inhibition, % at 4 µM;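 active means inhibition above the mean inhibition across every tested compound plus 3 SD, cut at about 22% in these data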;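 further: 0% = DMSO only wells and the 100% control is not disclosed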
Glyco luc inh – N-linked glycosylation inhibition; D54 ERlucT glycosylation luciferase reporter, 24 h; percent of 100 nM tunicamycin response; reporter increase, % at 12.5 µM; 0.23% of 360,000 active;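 active means mean luciferase reporter signal, scaled so untreated is 0 and the glycosylation-blocking control 100, at or above a set limit in every replicate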;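 further: luciferase carries N-glycosylation sites so blocking glycosylation raises the light; 0% = median of neutral control wells and 100% = median of 100 nM tunicamycin wells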
Cardio protect – modulators protecting cardiomyocytes from myocardial damage; H9c2 cardiomyocytes, H2O2 injury protection, ATPLite, 2 h; protection from H2O2 cell death, % at 20 µM; 0.63% of 360,000 active;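 active means compounds giving at least 50% protection of heart cells from peroxide-induced death in the single-dose screen, raw or plate-pattern-corrected value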;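 further: 0% = DMSO wells with peroxide and 100% = DMSO wells without peroxide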
NOD2-RIPK2 inh – blocks binding of human NOD2 to RIPK2; O43353; CHO BLA complementation NOD2-RIPK2, CCF4 ratio; inhibition, % at 4.98 µM; 0.38% of 360,000 active; AID 624267; in the data active means inhibition above about 21%;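 further: 0% = vehicle only and 100% = reference blocker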
An asterisk follows results filed as active; · = no result given. The list is partial. The share of hits here may be higher or lower than overall.

SMILES	NCOA2 inhibitor	TLR9-MyD88 inh	MC4R antag cAMP	ABCB6 inh MLPCN	m5-HT2A agonist	MC4R ag barr	ABHD5 PLIN5 PPI	Glyco luc inh	Cardio protect	NOD2-RIPK2 inh
Cc1cc(NC(=O)c2ccc(C)s2)n(-c2nc3ccccc3[nH]2)n1	2	2	20	100	-1	2.0	-1	5	7	8
CCn1ncc(/C=N\NC(=O)Cc2ccc([N+](=O)[O-])cc2)c1C	2	-6	3	93	3	-4.1	0	-1	-4	-16
Cc1ccc(CNC(=O)c2nnc(Cc3ccc(Cl)cc3)o2)cc1	17	-2	2	96	-4	2.2	-2	2	-6	1
COc1ccc(CCNC(=O)c2cnn3cccnc23)cc1OC	-14	-6	5	97	1	-0.4	0	0	0	-8
COc1ccc(NC(=O)/C=C/c2ccc(S(=O)(=O)N3CCOCC3)cc2)cc1	14	-4	3	101	4	0.2	1	1	-5	6
COc1cccc(OC)c1C(=O)NNC(=O)c1ccc(F)cc1	-22	-9	10	100	1	-0.2	6	0	18	7
CCN1CCN(C(=S)Nc2cc(S(=O)(=O)N(CC)CC)ccc2C)CC1	32	-4	5	94	5	-1.6	0	0	-8	-4
O=C(C1CCCN(S(=O)(=O)c2cccc3nsnc23)C1)N1CCc2ccccc2C1 (stereo not given)	32	-3	4	98	-6	-1.5	-5	-1	-8	-1
Cc1ccc(-c2cc(C(F)(F)F)c(C#N)c(=O)[nH]2)cc1	-15	-3	2	101	-1	-0.4	0	5	-2	0
Cc1ccc(C(=O)NCC2CCCO2)cc1[N+](=O)[O-] (stereo not given)	-22	-5	-3	102	-1	-0.9	-4	2	10	3
CCN1CCN(c2nc3c(c(=O)[nH]c(=O)n3C)n2CCSc2nc3ccccc3s2)CC1	4	-7	5	100	-3	1.6	-5	2	14	12
COc1ccc(S(=O)(=O)N2CCCCC2)cc1C(=O)Nc1cc(C)on1	13	0	2	97	1	-2.8	4	-1	2	-8
Cc1ccc(NCC(=O)N/N=C\c2ccc([N+](=O)[O-])o2)cc1	23	-3	-1	102	3	-0.8	3	15	4	-14
O=C(CN1CCN(c2ccc(F)cc2)CC1)c1cccs1	6	5	-2	100	-4	-1.7	0	-1	20	-9
Cc1noc(C)c1COC(=O)c1cc2ccccc2cc1O	6	-2	0	98	-3	6.8	-11	0	-13	-8
CC(C)CCNC(=O)C1c2ccccc2Oc2ccccc21	-6	0	5	101	5	0.7	2	0	8	1
OC12CCCCC1C(c1ccc3c(c1)OCO3)N(Cc1ccccc1F)CC2 (stereo not given)	12	-1	1	99	2	-2.5	2	0	3	-2
O=C(c1cccnc1)N1N=C(C2CC2)CC1(O)C(F)(F)F (stereo not given)	-22	1	8	105	2	0.5	-1	3	-2	-5
O=C1CCCCCN1Cc1nnc(SCc2nc3ccccc3s2)n1-c1ccccn1	-109	-6	-2	100	-2	-1.1	-3	-6	-2	2
O=C(NCC(=O)N(c1cccnc1)C(C(=O)NC1CCCC1)c1ccco1)c1cccs1 (stereo not given)	0	2	3	106	-4	-0.2	2	1	-1	0
CCOc1ccccc1NC(=O)CSc1nnc(CNC(=O)c2c(F)cccc2Cl)o1	-45	0	17	102	-4	-0.9	0	2	0	-1
CCOC(=O)c1sc(NC(=S)NC(=O)c2ccc(OC)cc2)nc1C	-4	-3	20	98	5	-0.6	-5	-1	1	-6
OCc1c(OCc2cccc(F)c2)ccc2ccccc12	-29	2	-7	96	0	-1.6	1	-3	-3	-14
CC(C)C(=O)Nc1ccc(C(=O)NNC(=O)c2cccs2)cc1	-9	-5	1	90	7	-1.7	-2	-1	4	-7
COc1ccccc1NC(=O)Cc1cccc2ccccc12	9	-1	17	102	-4	-1.6	0	-2	2	0
Further entries.
SMILES	NCOA2 inhibitor	TLR9-MyD88 inh	MC4R antag cAMP	ABCB6 inh MLPCN	m5-HT2A agonist	MC4R ag barr	ABHD5 PLIN5 PPI	Glyco luc inh	Cardio protect	NOD2-RIPK2 inh
COc1ccc(C2NCCc3c2[nH]c2ccccc32)cc1COc1ccc(F)cc1 (stereo not given)	3	1	-3	106	-3	24*	29*	-4	-12	12
O=C(Nc1ccc2c(c1)OCO2)C1CCN(C(=O)c2cccs2)CC1	-2	1	28	102	2	-1.5	1	1	-1	-4
Cc1ccc(C)c(-n2sc3ccc(F)cc3c2=O)c1	21	31*	1	98	-3	-1.3	100*	-5	-38	26*
CC(=O)c1sc(NC(=O)CCOc2ccccc2)nc1C	-19	5	17	104	0	-0.8	0	1	2	-4
N#CCC(CNc1ncc(C(F)(F)F)cc1Cl)OC(=O)c1ccc(Cl)cc1Cl (stereo not given)	3	-9	8	98	-3	0.1	-17	30*	-16	-13
COC(=O)CSc1[nH]c2cc(C)ccc2c1[N+](=O)[O-]	9	-15	27	96	-5	-3.4	2	3	6	-10
COc1cccc(N2CC(NS(=O)(=O)c3ccc(Cl)cc3)CC2=O)c1 (stereo not given)	4	-1	3	98	-1	-0.2	3	-4	-2	7
CC(=O)Nc1ccccc1NC(=O)C/C(C)=N/NC(=O)c1ccccn1	-48	-4	9	109	-1	-2.1	3	-1	-2	-4
CC(C)CC(=O)c1c[nH]c(C(=O)N2CCN(Cc3ccccc3)CC2)c1	15	-2	4	95	3	-1.6	2	-1	-7	-1
CCN(Cc1cccs1)C(=O)CN1C(=O)NC(c2ccccc2)(c2ccccc2)C1=O	-4	-3	0	100	9	0.0	3	-3	19	-11
CCOC(=O)N1CCN(c2c(N3CC=C(c4ccccc4)CC3)c(=O)c2=O)CC1	-3	-3	21	89	4	2.0	-3	0	-2	5
O=C(Nc1ccc2nccnc2c1)Nc1ccccc1Cl	-8	3	16	100	-10	-0.4	-12	2	-3	-5
Cc1ccc(CN2CC(N3CCN(C4CCN(C)CC4)CC3)CS2(=O)=O)cc1 (stereo not given)	12	·	·	100	-2	·	-4	0	1	3
O=C(CN1CCCCC1)Nc1cccc(Oc2ccccc2)c1	12	-4	0	99	-6	-1.4	-1	-4	5	2
Cc1nc(CS(=O)c2ccccc2)cc(N2CCOCC2)n1 (stereo not given)	3	-2	-4	101	3	-0.5	0	1	-5	-5
CCC1(c2ccccc2)NC(=O)N(CC(=O)NCC2COc3ccccc3O2)C1=O (stereo not given)	14	-2	-4	101	-6	0.6	4	-1	1	-3
Cc1cc(C)cc(NC(=O)CSc2nnc(-c3ccncc3)o2)c1	6	6	2	99	-7	-2.6	-7	7	-2	-1
CC1(C)CC(=NOC(=O)c2ccccc2)CC(C)(C)N1	·	6	7	102	-1	-0.9	2	0	-1	6
Nc1nc(Sc2ccc([N+](=O)[O-])cc2[N+](=O)[O-])n[nH]1	-8	0	-3	93	5	-1.9	3	5	-1	-3
Cc1ccc(Cl)cc1NC(=O)COC(=O)C1CCCCC1	-14	11	3	90	5	0.1	2	0	3	4
COc1cc(C(Nc2ccc3c(c2)OCO3)C(=O)NC2CCCCC2)cc(OC)c1OC (stereo not given)	12	-5	2	284	-1	0.4	3	-2	16	-2
Cc1cccc(C(=O)NN2S(=O)(=O)c3ccccc3S2(=O)=O)c1	15	-6	17	101	3	1.4	-6	1	-1	3
Cc1csc(Sc2nc3c(c(=O)[nH]c(=O)n3C)n2CCCc2ccccc2)n1	20	-2	3	91	1	-0.3	6	2	2	-1
Cc1ccn2c(CNCC3OCCc4ccccc43)c(C(=O)N3CCCCCC3)nc2c1 (stereo not given)	5	-7	13	100	-6	-2.9	-1	-2	1	0
CCn1nnc(NC(=O)c2ccc(-c3ccc(Cl)cc3)o2)n1	-31	-4	0	92	-1	-0.6	13	1	2	0
New compounds follow.
SMILES	NCOA2 inhibitor	TLR9-MyD88 inh	MC4R antag cAMP	ABCB6 inh MLPCN	m5-HT2A agonist	MC4R ag barr	ABHD5 PLIN5 PPI	Glyco luc inh	Cardio protect	NOD2-RIPK2 inh
COc1ccccc1NC(=O)CCN1CC(C)OC(C)C1 (stereo not given)	-2	3	8	96	1	0.6	3	2	15	9
Cc1ccc(-n2c(SCC(=O)NCC3CCCO3)nc3ccccc3c2=O)cc1 (stereo not given)	2	-13	13	94	-10	-1.0	2	0	6	15
CCOC(=O)c1ccc(NC(=O)Nc2c(C)nn(C)c2C)cc1	-1	-6	-1	94	-3	-2.9	-1	1	-3	6
O=S1c2ccccc2Oc2ccccc21	-22	-11	-1	89	6	-0.5	-5	0	2	-5
CCCC(=O)N1CC2(CCC)CN(C(=O)CCC)CC(CCC)(C1)C2=O	-7	-7	10	93	3	-1.6	-1	4	-1	-14
O=C(c1ccccc1)c1cccc(C(=O)c2ccccc2)c1	·	1	9	93	4	-2.5	6	-1	-10	-6
NS(=O)(=O)c1cccc(NC(=O)COC(=O)c2cc(Cl)ccc2[N+](=O)[O-])c1	-38	-14	13	99	0	-3.3	-6	-4	-2	-5

2 compounds from above with just Cardio protect and Glyco luc inh:
molecule | Cardio protect | Glyco luc inh
Cc1ccn2c(CNCC3OCCc4ccccc43)c(C(=O)N3CCCCCC3)nc2c1 (stereo not given) | 1 | -2
CCn1nnc(NC(=O)c2ccc(-c3ccc(Cl)cc3)o2)n1 | 2 | 1

Among those listed so far, these have an aryl thioether with sulfur outside any ring:
SMILES	NCOA2 inhibitor	TLR9-MyD88 inh	MC4R antag cAMP	ABCB6 inh MLPCN	m5-HT2A agonist	MC4R ag barr	ABHD5 PLIN5 PPI	Glyco luc inh	Cardio protect	NOD2-RIPK2 inh
CCN1CCN(c2nc3c(c(=O)[nH]c(=O)n3C)n2CCSc2nc3ccccc3s2)CC1	4	-7	5	100	-3	1.6	-5	2	14	12
O=C1CCCCCN1Cc1nnc(SCc2nc3ccccc3s2)n1-c1ccccn1	-109	-6	-2	100	-2	-1.1	-3	-6	-2	2
CCOc1ccccc1NC(=O)CSc1nnc(CNC(=O)c2c(F)cccc2Cl)o1	-45	0	17	102	-4	-0.9	0	2	0	-1
COC(=O)CSc1[nH]c2cc(C)ccc2c1[N+](=O)[O-]	9	-15	27	96	-5	-3.4	2	3	6	-10
Cc1cc(C)cc(NC(=O)CSc2nnc(-c3ccncc3)o2)c1	6	6	2	99	-7	-2.6	-7	7	-2	-1
Nc1nc(Sc2ccc([N+](=O)[O-])cc2[N+](=O)[O-])n[nH]1	-8	0	-3	93	5	-1.9	3	5	-1	-3
Cc1csc(Sc2nc3c(c(=O)[nH]c(=O)n3C)n2CCCc2ccccc2)n1	20	-2	3	91	1	-0.3	6	2	2	-1
Cc1ccc(-n2c(SCC(=O)NCC3CCCO3)nc3ccccc3c2=O)cc1 (stereo not given)	2	-13	13	94	-10	-1.0	2	0	6	15
